# HKDC1 inhibitor – inhibitors of human hexokinase HKDC1; AID 493160; actives 0.16% (n = 340,000); recombinant HKDC1, G6PDH/diaphorase resazurin coupled fluorescence; inhibition, % at 20 µM;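 active means inhibition above about 35% when tested at 20 µM, limit read from the data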;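 further: plate controls were DMSO wells with enzyme for no effect and DMSO wells lacking enzyme for full effect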
# Target sequence (Q2TB90 whole entry, looked up): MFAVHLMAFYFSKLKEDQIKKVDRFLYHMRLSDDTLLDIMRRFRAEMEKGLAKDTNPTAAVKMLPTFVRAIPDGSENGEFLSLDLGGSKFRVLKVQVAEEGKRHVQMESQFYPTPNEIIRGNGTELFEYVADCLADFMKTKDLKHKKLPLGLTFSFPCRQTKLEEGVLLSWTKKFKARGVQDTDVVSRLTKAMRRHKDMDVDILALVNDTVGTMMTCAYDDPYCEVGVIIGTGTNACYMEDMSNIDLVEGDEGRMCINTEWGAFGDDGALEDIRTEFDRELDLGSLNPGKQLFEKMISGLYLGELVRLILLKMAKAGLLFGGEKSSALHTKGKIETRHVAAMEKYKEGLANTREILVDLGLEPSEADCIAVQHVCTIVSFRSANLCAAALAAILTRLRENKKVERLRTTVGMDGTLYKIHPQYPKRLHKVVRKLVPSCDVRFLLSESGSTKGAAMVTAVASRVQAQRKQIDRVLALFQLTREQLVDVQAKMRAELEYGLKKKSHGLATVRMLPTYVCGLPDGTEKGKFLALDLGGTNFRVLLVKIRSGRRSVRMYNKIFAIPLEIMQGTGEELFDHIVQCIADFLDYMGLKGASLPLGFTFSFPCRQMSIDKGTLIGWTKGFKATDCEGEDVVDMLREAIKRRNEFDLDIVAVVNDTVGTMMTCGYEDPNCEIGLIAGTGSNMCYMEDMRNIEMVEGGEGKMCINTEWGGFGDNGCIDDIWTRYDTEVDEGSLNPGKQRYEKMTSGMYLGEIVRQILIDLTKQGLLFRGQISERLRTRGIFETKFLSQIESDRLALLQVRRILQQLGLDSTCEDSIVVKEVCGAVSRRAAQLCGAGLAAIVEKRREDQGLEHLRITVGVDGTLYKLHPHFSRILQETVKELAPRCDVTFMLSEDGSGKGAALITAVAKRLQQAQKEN
#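 Material – in-house recombinant HK5 (HKDC1) enzyme · Quantity – HKDC1 at 5 µg/mL · Buffer or medium – pH 8.0 Tris buffer with 10 mM MgCl2 · Reagent – glucose with 1 mM ATP · Dosing – single 20 µM dose · Times – reaction time 90 min, room temperature, protected from light · Technique – resorufin fluorescence at 613 nm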
# SENP8 block-1 – blocks human SENP8 cleavage of Nedd8 substrate. Q96LD8. recombinant SENP8, Nedd8 substrate fluorescence. inhibition, % at 20 µM. actives 0.64% (n = 360,000). AID 602440; in the data active means inhibition mostly above about 40%, no sharp cut-off; inactive means mostly below about 27%
# beta cell repl – MIN6 beta-cell proliferation induction; MIN6 cells proliferation, ATPlite luminescence, 48 h; cells starved in 0.2% serum; 100% = growth in 10% serum; proliferation, % at 10 µM; actives 0.29% (n = 330,000); AID 2380;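 active means compounds whose signal lies at least 3.5 SD above the mean of all wells on their plate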;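 further: 0% = DMSO-treated cells in low-serum medium and 100% = 10% serum control; some compounds called inactive have numbers as strong as hits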
# SENP6 inh – inhibitors of human SENP6 protease; Q9GZR1; AID 2599; actives 1.8% (n = 330,000); inhibition, % at 10 µM; Recombinant SENP6 catalytic domain, aminoluciferin luminescence;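 active means inhibition above about 50% at the single tested dose, limit read from the data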;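 further: plate controls were DMSO wells with enzyme for no effect and DMSO wells lacking enzyme for full effect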
# SENP8 block-2 – blocks the human protease SENP8; Q96LD8; purified SENP8, Z-RLRGG-aminoluciferin cleavage, luminescence; inhibition, % at 10 µM; actives 1.2% (n = 330,000); AID 2540; in the data active means inhibition above about 50%
# PfGluPho inh – PfG6PD (Plasmodium falciparum) enzyme inhibition; PfGluPho enzyme, NADPH resazurin-diaphorase fluorescence; inhibition, % at 20 µM; actives 0.78% (n = 350,000); AID 504690;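 active means inhibition reaching at least a set limit at 20 µM in the primary screen, cut at about 59% in these data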;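 further: 0% = DMSO wells with substrate and 100% = DMSO wells lacking glucose-6-phosphate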
# UBC13 inh – blocks human UBC13 polyubiquitin chain formation | actives 0.47% (n = 330,000) | TR-FRET | P61088 | inhibition, % at 20 µM; in the data active means inhibition above about 45%, passing the limit was not always enough
# Target sequence (P61088 whole entry, looked up): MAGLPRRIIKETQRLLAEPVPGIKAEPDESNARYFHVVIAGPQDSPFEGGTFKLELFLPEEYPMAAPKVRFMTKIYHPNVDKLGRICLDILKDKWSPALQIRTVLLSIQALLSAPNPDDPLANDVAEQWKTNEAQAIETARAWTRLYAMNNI
# SENP7 block – blocks the human protease SENP7; recombinant SENP7, Z-RLRGG-aminoluciferin luminescence, 40 min; inhibition, % at 5 µM; actives 1.5% (n = 330,000); AID 434973;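 active means inhibition above about 50% at the single test dose, limit read from the data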;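 further: plate controls were DMSO with enzyme for no effect and no enzyme buffer wells for full effect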
# SENP1 inh – SENP1 (human) catalytic domain inhibition; actives 0.21% (n = 360,000); inhibition, % at 10 µM; AID 624204; recombinant SENP1 catalytic domain, CyPet-SUMO1-YPet FRET cleavage;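 active means inhibition at least 30% at 10 µM, raw YFP signal under a set limit, fluorescence ratio 0.5 to 1.5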;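 further: 0% = enzyme with DMSO and 100% = no enzyme wells; some results filed as inactive read as strong as hits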
#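 Assay system: hSENP1 catalytic domain, recombinant. Amount: SENP1 enzyme, 20 pM final. Schedule: 50 min reaction, RT, dark. Technique: FRET, CFP and YFP emission. Control set: no-enzyme wells low, DMSO-plus-enzyme wells high control.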
# The depositor's hits bear a star; i = inactive; nt = no result given. Not a hit list. About 4% of those tested had a hit in this group.
SMILES,SENP1 inh,beta cell repl,HKDC1 inhibitor,UBC13 inh,PfGluPho inh,SENP8 block-1,SENP8 block-2,SENP6 inh,SENP7 block
Cc1nnc(SCc2ccc(Cl)cc2Cl)[nH]c1=O,0,-2,3,4,-16,-1,-10,-18,2
CN(CC(=O)Nc1ccccc1Cl)C(=O)CSc1nnc(-c2ccco2)n1C,1,0,-8,-5,-1,-1,1,-4,0
O=C(Nc1ccc2[nH]c(=O)[nH]c2c1)c1c(F)c(F)c(F)c(F)c1F,-8,-3,-15,1,7,8,0,-26,4
COc1ccc(OC2CCN(S(=O)(=O)c3ccc(OC)cc3)CC2)cc1,-1,-2,1,-1,10,19,-4,-37,-9
COc1ccc(NC(C)=O)cc1NC(=O)CSc1nnc(-c2ccncc2)n1C,1,2,6,5,-5,29,0,-6,3
COc1ccccc1NC(=S)N(Cc1ccccn1)Cc1ccccc1Cl,-1,1,-1,-6,2,10,-17,-9,-6
COc1ccccc1C(=O)OCCNC(=O)Cn1cnc2c1c(=O)n(C)c(=O)n2C,-1,0,-2,-3,-15,14,-13,0,0
O=c1c2ccccc2cnn1Cc1n[nH]c(=S)n1-c1ccc(Cl)cc1,1,0,-11,-9,45,10,-9,-14,-5
CCOC(=O)NC(=O)C(=CNNc1ncc(C(F)(F)F)cc1Cl)C(=O)NC(=O)OCC,2,-4,-6,-3,-18,5,3,-2,8
COc1ccc(/C=C2\SC(=S)N(CCCC(=O)Nc3cc(C)on3)C2=O)cc1OC,-20,1,-7,4,11,9,-6,-12,-14
O=c1c2ccccc2sn1-c1nccs1,-3,nt,0,nt,112*,-2,nt,nt,nt
CCOc1cc(-c2noc(-c3ccncc3)n2)cc(Br)c1OC,1,0,3,1,-5,13,4,10,2
Cc1cccc(N2CC(C(=O)Nc3ccc4c(c3)OCCO4)CC2=O)c1C (stereo not drawn),2,2,-6,6,10,7,0,-25,3
O=C(Nc1ccc(F)c(Cl)c1)C1CCN(S(=O)(=O)c2cccnc2)CC1,3,1,0,-3,-4,14,3,-5,4
CCC(=O)Nc1ccc(-c2ccc(NC(=O)CC)c(OC)c2)cc1OC,3,-2,-2,-1,-2,-3,-1,-9,3
CCn1cc(Br)c(C(=O)Nc2ccc(OC)cc2)n1,3,-2,-1,7,4,12,6,5,-7
CC(C)[C@H](NS(=O)(=O)c1ccccc1)C(=O)OCc1cc([N+](=O)[O-])cc2c1OCOC2,0,nt,3,nt,17,5,nt,nt,nt
O=S(=O)(NC1CCCCC1NCc1ccco1)c1ccccc1 (stereo not drawn),-5,-1,-1,-14,1,11,-5,-24,-11
CCC(=O)NC(c1ccccc1OC)c1ccc2cccnc2c1O (stereo not drawn),3,-4,-21,-8,-10,13,3,-19,2
CC1(C)COCN1S(=O)(=O)c1ccc(C(=O)Nc2nnc(-c3ccc(Cl)s3)o2)cc1,nt,-3,7,-24,-63,nt,10,0,-2
CC(Oc1ccc2ccc(=O)oc2c1)C(=O)N1CCOCC1 (stereo not drawn),-26,1,-4,5,-13,i,-6,-6,3
CC(C)OC(=O)c1ccc(NCc2cc(O)ccc2O)cc1Cl,3,nt,26,nt,32,9,nt,nt,nt
CCc1nnc(NS(=O)(=O)c2ccc(N/C=C\C(=O)c3cccc4ccccc34)cc2)s1,-57,0,4,-12,-24,-124,0,15,-5
COc1cc(/C=C/C(=O)OCC(=O)N2CCN(S(=O)(=O)c3ccc(C)cc3C)CC2)ccc1O,-87,-3,-6,-11,5,-353,-4,-13,-6
Cc1oc(-c2ccccc2)nc1C(=O)O,0,0,-3,-3,-18,-2,1,1,4
C#CCOCCOCCOCCNc1nc(N2CCN(C(=O)[C@H](CCC(=O)O)n3cc(CN)nn3)CC2)nc(N2CCN(C(=O)[C@H](CCCCN)n3cc([C@@H](N)CC(N)=O)nn3)CC2)n1,2,0,-4,16,1,10,-3,22,4
O=c1c2ccccc2nc(-c2ccccc2)n1Cc1ccccc1,2,0,-9,12,-22,-4,-6,10,1
COCCCNC(=O)CN(C1CCCCC1)S(=O)(=O)c1ccc(C)cc1,1,5,0,7,2,12,0,-2,3
O=C1NC(=O)C2(CCCCC2)N1,2,nt,-4,nt,-12,15,nt,nt,nt
CCOC(=O)C1CCN(Cc2cc(=O)n3c(-c4ccccc4)csc3n2)CC1,-9,-2,2,-3,-22,-44,4,5,2
O=C(c1ccncc1)N1CCCC(N2CCN(c3ccc(F)cc3)CC2)C1 (stereo not drawn),2,-3,-3,-4,8,14,10,-4,8
COc1ccc(N2C(=O)CC(Sc3nnnn3-c3ccc(F)cc3)C2=O)cc1 (stereo not drawn),3,-6,-10,-8,33,8,-3,-34,-10

# Compound profiles, from the list above. Order of screens: SENP1 inh	beta cell repl	HKDC1 inhibitor	UBC13 inh	PfGluPho inh	SENP8 block-1	SENP8 block-2	SENP6 inh	SENP7 block
# Record of CCOC(=O)C1CCN(Cc2cc(=O)n3c(-c4ccccc4)csc3n2)CC1 : -9	-2	2	-3	-22	-44	4	5	2
# Record of C#CCOCCOCCOCCNc1nc(N2CCN(C(=O)[C@H](CCC(=O)O)n3cc(CN)nn3)CC2)nc(N2CCN(C(=O)[C@H](CCCCN)n3cc([C@@H](N)CC(N)=O)nn3)CC2)n1 : 2	0	-4	16	1	10	-3	22	4

# The list continues:
SMILES,SENP1 inh,beta cell repl,HKDC1 inhibitor,UBC13 inh,PfGluPho inh,SENP8 block-1,SENP8 block-2,SENP6 inh,SENP7 block
O=c1cc(CO)oc(C(Nc2ccccn2)c2ccc(C(F)(F)F)cc2)c1O (stereo not drawn),3,0,-8,2,-15,-1,7,-9,10
O=C(COc1cccc2c1CCN(Cc1ccccc1F)C2=O)N1CCOCC1,nt,1,nt,-1,nt,nt,-10,-22,-3
CC(=O)Nc1cccc(C(=O)OCC(=O)N(c2ccccc2)C2CCS(=O)(=O)C2)c1 (stereo not drawn),1,1,-2,0,-18,8,3,7,3
COc1cccc(C(=O)Nc2ccc(-c3nnc(-c4ccco4)o3)cc2)c1,2,-2,6,10,8,-231,-7,5,5
Cc1cc(OCC(=O)OCC(=O)NC2CCCC2)ccc1Cl,5,0,-5,-8,1,2,-9,0,-11
OC1CCCN(c2ncnc3c2nnn3Cc2c(F)cccc2Cl)C1 (stereo not drawn),0,-6,-4,-5,-8,1,5,2,3
CCC(C)N(C(=O)CSc1nnc(COc2ccccc2F)n1N)C1CCS(=O)(=O)C1 (stereo not drawn),3,0,-4,22,-1,16,-2,13,5
CCn1c(=O)c(C(=O)NNC(=O)c2ccccc2F)c(O)c2ccccc21,1,0,-13,15,-37,4,4,-3,-2
CCN(C(=O)COc1ccc2ccc(=O)oc2c1)C1CCCCC1,0,-5,10,12,6,-307,11,2,-2
Cn1c2c(c(=O)n(C)c1=O)C(c1ccc(F)cc1)C(C#N)=C(N)O2 (stereo not drawn),-5,1,10,8,-20,8,3,-4,-4
COCCn1c(SCC(=O)NCCCN2CCCC2=O)nc2sc3c(c2c1=O)CCCC3,0,nt,-5,nt,5,-6,nt,nt,nt
CCOC(=O)COc1ccc2c3c(c(=O)oc2c1C)CCC3,0,0,-3,-4,-4,-42,-3,-15,-5
COc1ccc(-c2nc(NC(=O)C3CCN(c4nc5ccccc5o4)CC3)sc2C)cc1,2,-5,2,2,8,10,0,1,12
Cc1nn(CC(=O)NCC2CCCO2)c(C)c1[N+](=O)[O-] (stereo not drawn),2,0,-7,4,0,6,-2,-5,-6
Cc1cc(C)nc(/N=C2\NC(=O)CC(C(=O)O)N2c2ccc(F)c(Cl)c2)n1 (stereo not drawn),nt,-2,nt,-6,nt,nt,0,5,7
COc1ccc(CNC(=O)CCn2c(=O)[nH]c3ccccc3c2=O)cc1,2,-1,-1,14,-2,15,4,8,4
O=C(Nc1nccs1)c1ccc(Cl)c(S(=O)(=O)N2CCOCC2)c1,-1,-1,-5,10,-5,-24,6,-7,-5
CC1(C)Cc2c(sc3nc(-c4cc5ccccc5o4)n(N)c(=O)c23)CO1,-22,-1,-2,11,6,-273,-13,-1,-5
O=C(NCCCN1CCOCC1)c1sc2ccccc2c1Cl,1,-3,-8,-15,-18,17,-11,-16,-8
O=C1C=C(c2cccc(Cl)c2O)C[C@@H](c2ccc(F)cc2)C1,54*,-6,6,1,6,3,3,6,4
Cc1cc(C)nc(NS(=O)(=O)c2ccc(CC(C)C)cc2)c1,5,-2,-5,0,-43,-422,-3,3,2
NS(=O)(=O)c1cccc(NS(=O)(=O)c2ccc(/C=C/C(=O)OCC(=O)c3ccc(Br)cc3)cc2)c1,3,-6,1,-13,-14,11,-4,30,-11
O=C(O)c1cn(-c2ccccc2)c(=O)c2ccccc12,0,-4,-2,31,-8,-43,-8,0,6
CC(=O)c1c(C)[nH]c(C(=O)CSc2nnc(NC3CC3)s2)c1C,4,-2,1,-4,13,23,0,5,3
Cc1cccc(-c2oc3ccc(-c4ccc5c(c4)OCO5)cc3c2/C=C/c2ccc(N)cc2)c1,-33,-6,-2,-31,-14,-484,-12,-12,0
COc1cc2[nH]c(C(=O)N3CCc4ccccc43)cc2c(OC)c1OC,-3,-1,2,2,11,-11,10,27,20
CNC(=O)NNC(=O)c1onc(-c2c(Cl)cccc2Cl)c1C(=O)OC,-2,-2,-5,-12,-9,15,-10,-16,15
CCC1(c2ccc(F)cc2)NC(=O)N(CC(=O)N2c3ccccc3CC2C)C1=O (stereo not drawn),0,-7,1,-6,-3,22,0,-15,8
Cc1ccc(Cl)cc1NC(=O)COc1ccccc1,0,1,1,1,1,4,-9,-27,0
CC(C)/C=N/NC(=O)c1cccc(N2CCCC2=O)c1,1,-3,-12,-8,2,7,7,-13,11
Cn1c(COc2ccccc2)nnc1SCCSc1nnc(COc2ccccc2)n1C,0,-1,-13,4,5,10,-8,5,-12
CN(C)c1ccc(NC(=O)Cn2c(=O)n(Cc3ccccc3)c(=O)c3ccccc32)cc1,1,-3,-6,10,-10,12,-6,-16,5
COc1cc(/C=N/N(c2ccccc2)c2ccccc2)ccc1O,-1,-4,4,11,-10,-22,-3,-8,-12
COc1ccc(Cl)cc1C(=O)NNC(=O)CNC(=O)c1ccco1,1,-3,-1,4,1,6,0,19,-4
O=C1CN(C(=O)c2ccco2)C(c2ccccc2)c2cc(Cl)ccc2N1 (stereo not drawn),0,-3,-4,-1,20,10,1,-6,3
O=C1c2cccc3cc([N+](=O)[O-])cc(c23)C(=O)N1CC1CCCO1 (stereo not drawn),-37,-4,2,-31,22,-49,1,-4,3
CC(C)Cn1c(N)c(C=O)c(=O)n(C)c1=O,-3,1,-3,1,15,8,-3,-2,4
CCc1c(C)nc(SCC(=O)NC2CCCC2)[nH]c1=O,2,1,-2,-2,2,6,-13,0,-4
CC(C)Cc1nnc(NC(=O)C2CC(=O)N(c3ccc4c(c3)OCCO4)C2)s1 (stereo not drawn),1,-6,0,-3,-11,5,3,-6,6
CC(=O)Nc1ccc(S[C@@H](CCN2CC[C@H](C(C)(C)C)CCC2=O)c2ccccc2)cc1,1,-7,2,12,31,10,-1,-14,0
COC(=O)c1ccc(NC(=O)COc2ccc(S(=O)(=O)N3CCCCC3)cc2)cc1,-1,0,-11,0,1,8,-12,-13,0
CSCCCNC(=S)Nc1ccc(N2CCOCC2)cc1,3,-1,-3,2,2,13,0,27,14

# Compound activity (PubChem BioAssay)
